Compound activity: PubChem, several laboratories
DSG3 Ab inh – human desmoglein-3 autoantibody binding inhibition; P32926; DSG3-coupled beads, scFv-anti-DSG3-GFP binding, flow cytometry; active compounds read low; binding (percent of control), % at 10 µM; actives 0.48% (n = 310,000); AID 588358;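 active means binding more than 3 SD below its plate's average and above zero; inconclusive means below that plate limit but binding exactly zero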;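 further: hits lower antibody fragment binding to DSG3; some compounds called inactive have numbers as strong as hits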
CAL PDZ FP-1 – inhibitors of human CAL PDZ peptide binding | Q9HD26 | purified CAL PDZ, TMR-peptide fluorescence polarization, 1 h | inhibition, % at 24.9 µM | actives 0.92% (n = 300,000) | AID 602252;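 active means mean inhibition of at least 30% with at least half of replicates also reaching 30%; inconclusive means no clear call, values can overlap the other calls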;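 further: 0% = DMSO neutral control and 100% = excess unlabeled competitor peptide PRC23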
Keap1 Nrf2 FP – disrupts human Keap1 binding to Nrf2 peptide | Q14145 | Keap1 Kelch-Nrf2 peptide fluorescence polarization, 1536-well | inhibition, % at 9.4 µM | actives 0.15% (n = 340,000); in the data active means inhibition above about 12%; inconclusive means no clear call, values can overlap the other calls; inactive means below about 7.3%;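 further: human Keap1 Kelch domain with fluorescein labeled Nrf2 9mer peptide probe; 0% = neutral control wells and 100% = peptide positive control; higher means more block of Keap1 binding to Nrf2 peptide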
Target sequence (Q14145 whole entry, looked up, the tested form may be a part): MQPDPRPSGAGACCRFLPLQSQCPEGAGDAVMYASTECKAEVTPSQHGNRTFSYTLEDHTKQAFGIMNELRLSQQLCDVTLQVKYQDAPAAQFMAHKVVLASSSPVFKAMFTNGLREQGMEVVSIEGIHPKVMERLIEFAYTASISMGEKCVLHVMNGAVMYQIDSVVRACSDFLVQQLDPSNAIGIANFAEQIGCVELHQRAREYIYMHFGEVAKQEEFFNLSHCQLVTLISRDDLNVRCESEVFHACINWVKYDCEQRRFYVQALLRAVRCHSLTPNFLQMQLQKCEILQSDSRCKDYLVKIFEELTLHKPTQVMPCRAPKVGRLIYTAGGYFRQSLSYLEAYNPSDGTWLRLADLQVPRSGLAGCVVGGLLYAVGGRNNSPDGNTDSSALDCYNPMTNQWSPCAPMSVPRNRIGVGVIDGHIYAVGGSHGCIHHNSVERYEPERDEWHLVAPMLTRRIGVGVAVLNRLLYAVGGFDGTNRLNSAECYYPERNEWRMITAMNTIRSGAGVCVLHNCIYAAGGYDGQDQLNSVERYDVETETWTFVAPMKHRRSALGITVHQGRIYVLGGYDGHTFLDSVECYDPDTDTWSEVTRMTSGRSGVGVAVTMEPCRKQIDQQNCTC
LANA DNA inh – KSHV C-LANA DNA binding inhibition | MBP-C-LANA/FAM-LBS DNA binding, fluorescence polarization | inhibition, % at 9 µM | actives 0.078% (n = 340,000) | AID 504423;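 active means highest replicate inhibition at or above 60% at 9 µM, even if other replicates fall short; inactive means all replicates below 60% inhibition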;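 further: 0% = neutral control wells and 100% = 4 µM acridine orange control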
V-ATPase pH – yeast V-ATPase proton transport regulation by pHLuorin. actives 0.37% (n = 350,000). response, % at 10 µM. S. cerevisiae, pHLuorin cytosolic pH fluorescence. AID 504577; in the data active means response mostly above about 7.3%, no sharp cut-off; inactive means mostly below about 5.4%; further: actives read high; inactives centre near 0; some compounds called inactive have numbers as strong as hits
DAGLB inh – blocks human DAGLB lipase activity; Q8NCG7; HEK293T DAGLB membrane lysate, EnzChek fluorogenic substrate; inhibition, % at 5.17 µM; actives 0.059% (n = 340,000); AID 504411; in the data active means inhibition above about 34%;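 further: 0% = enzyme with vehicle and 100% = wells lacking enzyme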
NSD2 inh – NSD2 (human) methyltransferase inhibition | O96028 | NSD2 peptide methylation, AlphaScreen, 120 min | inhibition, % at 12.5 µM | actives 0.54% (n = 310,000); in the data active means inhibition above about 50%
Arr AP2 block – human beta-arrestin and AP2 interaction inhibition; actives 0.31% (n = 340,000); inhibition, % at 10 µM; AID 504490; FITC-arrestin peptide / GST-AP2 beads, flow cytometry; AP2 beta2 appendage carries R879A mutation;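 active means inhibition above a set limit, near 3 SD of compounds lacking own fluorescence, cut at about 54% in these data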;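 further: plate controls were DMSO wells for no effect and 5 µM unlabelled arrestin peptide for full effect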
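Measured by: flow cytometry, FL1 (488/535 nm); Material: AP2 appendage R879A on GSH beads; Evaluation: percent response; Timing: pre-incubation 12 min, peptide binding 1 h, room temperature; Also added: 50 nM FITC-arrestin peptide; Medium: PBS with 0.05% Tween 20 and 0.1% BSA.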
CAL PDZ FP-2 – human CAL PDZ-peptide interaction inhibition; actives 0.02% (n = 330,000); purified CAL PDZ, TMR-peptide fluorescence polarization, 1 h; inhibition, % at 20 µM; Q9HD26; AID 504414;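 active means highest replicate inhibition of at least 40%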;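 further: plate controls were DMSO neutral control wells for no effect and unlabeled competitor peptide control wells for full effect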
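Material: tagged CAL PDZ protein CerCALP, purified; buffer or medium: sodium phosphate/NaCl buffer pH 7.4 with TCEP, IgG, Thesit; also added: fluorescent TMR peptide probe; schedule: 1 h incubation at room temperature before polarization reading; technique: fluorescence polarization from S- and P-plane intensities, G-factor corrected; control set: unlabelled peptide and DMSO controls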
Cardiac RTF inh – cardiac RTF calcium desensitization. AID 493244. actives 0.12% (n = 340,000). inhibition, % at 7.15 µM. IANBD-labeled cardiac RTF, Ca2+ fluorescence. P19429+P45379;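 active means inhibition above the mean inhibition of all tested compounds plus 3 SD, cut at about 17% in these data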;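 further: assay run at fixed EC70 calcium of 1.6 mM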
Active calls of the source: *; ? = inconclusive; nt = not tested or not shown. Some of the compounds tested, so the mix of outcomes need not match the whole.

No.	molecule	DSG3 Ab inh	CAL PDZ FP-1	Keap1 Nrf2 FP	LANA DNA inh	V-ATPase pH
1	O=C(Nc1ccccc1N1CCCC1)c1ccc(F)c(S(=O)(=O)N2CCOCC2)c1	105.8	-1.9	-2.4	-0.2	-1.0
2	O=C1N[C@@H](Cc2ccccc2)COC(=O)[C@H](Cc2ccc(F)cc2)C/C=C\C[C@@H]1CC(=O)N(CCO)Cc1ccccc1	97.5	-2.2	-2.0	-1.2	-2.4
3	Cn1c(=O)c(=O)n(C)c2cc(S(=O)(=O)N3CCCC3C(=O)NCc3cccnc3)ccc21 (configuration not stated)	98.7	0.4	-3.3	-2.7	1.3
4	COCC(=O)Nc1ccc(S(=O)(=O)Nc2onc(C)c2C)cc1	99.5	nt	nt	nt	-0.1
5	CCCCOC(=O)C(NC(=O)c1ccccc1)=C(C)C	103.7	-3.9	-3.8	-3.2	0.1
6	COc1ccc(NC(=O)Nc2cccc3c2O[C@H](CN(C)Cc2ccc(-c4ccccc4)cc2)[C@@H](C)CN([C@H](C)CO)C3=O)cc1	88.7	-2.8	-1.4	-1.2	-3.3
7	COc1ccc(-c2noc(CN(C)C(=O)Nc3ccccc3)n2)cc1	104.4	-4.1	-2.1	0.0	-0.1
8	Cn1ncc([N+](=O)[O-])c1C(=O)NC1CCCCC1	109.4	0.1	-2.5	-1.7	-4.5
9	CCCCN(CCCC)S(=O)(=O)c1ccc(OC)c2ncccc12	111.6	-5.0	-0.9	-0.1	-2.9
10	COC(=O)N1C(=O)[C@](c2ccccc2)(C(C)C)N1C(=O)OC	103.9	0.0	-49.1	0.9	0.7
11	C/C(=N\NC(=O)CSc1nc2ccccc2c(=O)n1-c1ccccc1C)c1cccs1	100.1	nt	2.5	-1.2	1.6
12	NS(=O)(=O)c1ccc(NC(=O)COC(=O)COc2cccc(C(F)(F)F)c2)cc1	99.5	-2.8	1.2	-1.5	-38.1
13	CCCNC(=O)Nc1ccc(C(F)(F)F)cc1	89.4	-2.7	-3.5	-0.5	-1.5
14	Cc1ccc(S(=O)(=O)CC(C)N2CCN(C3CCCCC3)CC2)cc1 (configuration not stated)	84.5	-5.3	2.6	1.5	0.5
15	O=C(COc1ccccc1Cl)Nc1ccc2oc(=O)ccc2c1	nt	-6.2	-3.4	0.3	5.7

No.	DAGLB inh	NSD2 inh	Arr AP2 block	CAL PDZ FP-2	Cardiac RTF inh
1	0.4	2.3	-2.2	-1.7	-10.3
2	1.9	nt	10.2	-1.3	-2.6
3	-1.9	-1.8	7.3	0.3	-3.1
4	-3.1	-0.8	nt	nt	nt
5	-0.8	-1.5	-7.4	nt	-4.5
6	-1.3	nt	nt	-0.5	-2.9
7	-0.5	-0.7	2.8	-3.5	2.9
8	1.6	1.4	-6.8	-1.9	-3.6
9	-5.8	0.0	7.6	-2.7	-24.7
10	-1.5	nt	1.7	0.6	-10.2
11	0.5	4.6	-4.6	-1.1	-5.9
12	-3.6	nt	-3.2	-0.4	5.5
13	0.6	-1.5	-3.4	-1.4	-23.3
14	1.4	1.5	16.3	-0.7	-4.8
15	-0.1	3.9	-7.2	-1.6	-19.7

The listing continues:
No.	molecule	DSG3 Ab inh	CAL PDZ FP-1	Keap1 Nrf2 FP	LANA DNA inh	V-ATPase pH
16	S=C(Nc1ccccc1Cl)N1CCN(Cc2ccccc2)CC1	104.4	4.0	3.5	1.1	-1.6
17	CO/N=C/c1cn(-c2ccc(Cl)cc2)nn1	100.7	-5.6	8.4	-0.8	-1.0
18	COc1ccc(N=Cc2c(OC)ccc3ccccc23)cc1	105.6	nt	-2.4	-0.1	3.4
19	COC(OC)c1ccc(C#N)c(SCc2ccc(C)cc2)n1	nt	-2.1	-1.3	-0.2	3.0
20	COCCCn1c(=O)c2ccccc2n(CC(=O)Nc2ccc3c(c2)OCCO3)c1=O	85.7	-10.1	-4.8	-1.2	-2.9
21	Cc1ccc(NC(=O)CCc2ccc(C)o2)cc1	120.1	-1.0	-4.4	-0.8	-0.7
22	Cc1ccc(C)c(N2CCN(C(=O)CCC(=O)Nc3nnc(CC(C)C)s3)CC2)c1	98.6	3.3	-1.7	0.4	-2.5
23	O=C(CN(c1cccc([N+](=O)[O-])c1)S(=O)(=O)c1ccccc1)NCc1ccccc1	82.8	-4.8	-1.6	0.4	3.1
24	COc1cccc(NS(=O)(=O)c2cc(C)sc2C)c1	103.2	-2.5	-3.1	-1.0	2.0
25	CCOc1ccc(N=CNc2ccc(OCC)cc2)cc1	92.1	-3.8	-0.4	0.2	-1.5
26	Nc1nonc1N1CCCCC1	98.7	-1.6	2.0	-1.3	-1.6
27	CCOc1ccc(/C=N/NC(=O)C(OC)c2ccccc2)cc1 (configuration not stated)	103.7	-2.4	-2.5	0.0	0.5
28	O=[N+]([O-])c1ccccc1/C=N/n1c(C(F)(F)F)n[nH]c1=S	104.2	-1.1	-5.6	-1.0	1.8
29	Cc1cccc(C)c1NC(=O)c1nc(S(=O)(=O)Cc2ccccc2)ncc1Cl	101.0	-4.1	-15.4	-0.4	-0.8
30	CCCNC(=O)c1ccc(CN2CCOCC2)cc1	108.5	6.6	-3.9	-0.6	-5.1

No.	DAGLB inh	NSD2 inh	Arr AP2 block	CAL PDZ FP-2	Cardiac RTF inh
16	-4.8	1.0	-4.0	-0.2	-11.3
17	-3.8	-0.1	21.2	nt	-0.2
18	-1.5	nt	17.6	-0.6	-10.3
19	-12.1	2.0	-2.4	-1.8	-4.0
20	-1.0	-3.8	-8.8	0.2	4.9
21	-2.9	-1.1	9.4	-1.4	-2.8
22	0.8	-1.0	-7.5	-0.9	-5.0
23	-1.5	1.6	9.1	-0.4	-0.8
24	0.1	3.5	13.8	-3.7	-5.6
25	0.7	6.6	-13.2	-0.5	-6.7
26	-0.8	-3.3	13.9	-0.5	-5.3
27	0.3	-2.4	-9.4	-1.3	-6.8
28	3.0	4.5	-23.9	-0.7	-1.7
29	-0.2	-4.4	-6.3	-1.9	-10.7
30	0.9	-1.9	6.6	0.1	-1.3

Record cards (already shown). Values in the order: DSG3 Ab inh | CAL PDZ FP-1 | Keap1 Nrf2 FP | LANA DNA inh | V-ATPase pH | DAGLB inh | NSD2 inh | Arr AP2 block | CAL PDZ FP-2 | Cardiac RTF inh
Shown for Cc1ccc(S(=O)(=O)CC(C)N2CCN(C3CCCCC3)CC2)cc1 (configuration not stated) = 84.5 | -5.3 | 2.6 | 1.5 | 0.5 | 1.4 | 1.5 | 16.3 | -0.7 | -4.8
Shown for CCCCN(CCCC)S(=O)(=O)c1ccc(OC)c2ncccc12 = 111.6 | -5.0 | -0.9 | -0.1 | -2.9 | -5.8 | 0.0 | 7.6 | -2.7 | -24.7
Shown for COc1ccc(N=Cc2c(OC)ccc3ccccc23)cc1 = 105.6 | nt | -2.4 | -0.1 | 3.4 | -1.5 | nt | 17.6 | -0.6 | -10.3
Shown for S=C(Nc1ccccc1Cl)N1CCN(Cc2ccccc2)CC1 = 104.4 | 4.0 | 3.5 | 1.1 | -1.6 | -4.8 | 1.0 | -4.0 | -0.2 | -11.3

(listing goes on)
No.	molecule	DSG3 Ab inh	CAL PDZ FP-1	Keap1 Nrf2 FP	LANA DNA inh	V-ATPase pH
31	COc1cc(N2C(=O)CSC2=S)cc(OC)c1OC	105.5	-2.1	-5.6	-1.2	-2.1
32	COc1ccc(OC)c(S(=O)(=O)Nc2cc(Cl)cc(Cl)c2)c1	nt	-3.9	-3.2	0.2	0.3
33	CC(C)CC(=O)OCC(=O)Nc1ccccc1Sc1ccccc1	104.5	-1.5	-4.9	0.7	-2.3
34	O=C(O)CCCC(=O)Nc1ccc(N=Nc2ccccc2)cc1	91.6	-5.9	-0.1	-1.1	1.0
35	CN(Cc1ccccc1F)C(=O)c1ccc2c(=O)n3c(nc2c1)CCC3	102.7	-2.3	-1.3	-2.0	-1.1
36	COc1ccc(NC(=S)N(CCCN2CCC(C)CC2)Cc2cccs2)cc1	105.7	nt	2.1	0.1	-1.4
37	CCOC(=O)N1CCN(c2nc3ccccc3nc2C(C#N)C(=O)NCCc2ccccc2)CC1 (configuration not stated)	105.4	-2.1	?	18.1	-4.2
38	Cc1ccccc1Cn1cc(NC(=O)c2noc(C(C)C)c2[N+](=O)[O-])cn1	107.2	-1.2	-6.2	-0.4	3.8
39	Cc1cc(NC(=O)CSc2ncnc3ccccc23)no1	103.2	nt	-4.3	-1.5	-1.9
40	CCn1c(SCc2ccc(F)cc2)nc2c(c1=O)SCC2	nt	-0.8	-2.5	-1.8	-5.5
41	CCc1ccccc1N(C)S(=O)(=O)c1cc(-c2cc(C)no2)ccc1OC	nt	-5.4	2.0	-0.8	2.9
42	COCCOC(=O)C1=C(C)NC2=C(C(=O)CC(C)(C)C2)C1c1cccnc1 (configuration not stated)	102.6	-2.6	0.5	0.4	-1.6
43	CN1CCN(c2nc3c(c(=O)[nH]c(=O)n3C)n2Cc2cccc(Br)c2)CC1	107.8	-2.5	-2.0	-0.7	2.0
44	O=C(CNC(=O)c1ccc(Cl)cc1)NCC(F)(F)F	101.8	nt	-3.3	-0.5	1.4
45	CC(=O)Nc1c2c(nn1-c1ccccc1)CSC2	106.7	-3.3	-0.2	-0.4	-1.9
46	CC1=C(C)N(C)[C@H](c2ccccc2Br)[C@H](O)C1=O	104.7	-0.1	-4.4	-2.4	-0.1
47	Cn1c(-n2c(CCCN3C(=O)c4ccccc4C3=O)nc3ccccc3c2=O)nc2ccccc21	99.5	-8.0	0.2	1.1	-0.7
48	Cc1ccc(C(=O)COC(=O)c2cc(C)no2)c(C)c1	90.7	-4.3	0.4	-0.7	3.8

No.	DAGLB inh	NSD2 inh	Arr AP2 block	CAL PDZ FP-2	Cardiac RTF inh
31	-0.6	6.0	-5.4	-0.2	1.8
32	-2.3	0.9	15.3	-0.5	-4.0
33	-0.2	-4.6	10.6	-2.6	-9.9
34	7.1	2.2	-0.4	-2.3	-10.9
35	-0.2	0.2	-10.6	-0.9	-2.2
36	1.1	-1.7	-11.8	-1.0	-1.1
37	1.3	-3.7	2.1	-0.9	7.6
38	1.8	-1.5	-10.6	-2.6	1.3
39	0.5	nt	-0.7	-0.9	-1.4
40	-4.9	4.3	28.0	3.4	0.8
41	0.4	-11.3	2.2	-3.0	-5.4
42	-1.7	-0.8	7.0	-0.6	-7.4
43	-0.4	6.5	-10.4	-1.1	-6.3
44	-1.5	-2.3	nt	-3.3	-8.5
45	-1.2	0.6	19.8	-0.2	1.1
46	-2.9	nt	-4.4	0.9	-10.3
47	1.7	4.3	-11.8	-0.1	-8.0
48	-2.7	0.0	7.3	-0.6	12.3
